TDP2 absorb = blocks human TDP2 phosphodiesterase activity. O95551. recombinant TDP2, T5PNP hydrolysis, p-nitrophenol absorbance 415 nm. inhibition, % at 12.8 µM. 0.34% of 370,000 active. AID 720702;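 active = inhibition above the mean of all tested compounds plus 3 SD, set per campaign, cut at about 25% in these data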;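 note: 0% = DMSO with enzyme and 100% = buffer with substrate but no TDP2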
Target sequence (O95551 whole entry, looked up): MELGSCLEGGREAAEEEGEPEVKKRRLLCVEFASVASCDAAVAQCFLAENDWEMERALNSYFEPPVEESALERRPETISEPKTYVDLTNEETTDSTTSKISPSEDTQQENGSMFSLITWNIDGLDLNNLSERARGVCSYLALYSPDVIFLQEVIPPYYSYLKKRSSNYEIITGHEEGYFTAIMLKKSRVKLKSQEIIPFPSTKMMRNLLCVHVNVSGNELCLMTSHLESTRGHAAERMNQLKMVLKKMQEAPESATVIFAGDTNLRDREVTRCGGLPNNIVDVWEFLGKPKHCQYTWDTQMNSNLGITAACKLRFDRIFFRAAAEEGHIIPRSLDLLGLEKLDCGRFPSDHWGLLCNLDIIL
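Material: recombinant human TDP2; quantity: TDP2 enzyme at 120 nM final; medium: Tris-HCl pH 7.5 with MgCl2; compound: single concentration, 12.8 µM nominal, with 1% DMSO; incubation: 2 h enzyme incubation at 37 °C; signal: epi absorbance; measure: percent inhibition; benchmarks: high control without enzyme, low control DMSO plus TDP2; repeats: singlicate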
SIAE primary = human SIAE inhibition, primary screen | 0.69% of 370,000 active | SIAE FP-Rh probe binding, fluorescence polarization | Q9HAT2 | inhibition, % at 9.66 µM;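 active = inhibition above a cutoff: mean of compounds within the control limits plus 3 SD of those, cut at about 17% in these data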;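 note: 0% = plate median of compound wells and 100% = probe without SIAE protein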
Target sequence (Q9HAT2 whole entry, looked up): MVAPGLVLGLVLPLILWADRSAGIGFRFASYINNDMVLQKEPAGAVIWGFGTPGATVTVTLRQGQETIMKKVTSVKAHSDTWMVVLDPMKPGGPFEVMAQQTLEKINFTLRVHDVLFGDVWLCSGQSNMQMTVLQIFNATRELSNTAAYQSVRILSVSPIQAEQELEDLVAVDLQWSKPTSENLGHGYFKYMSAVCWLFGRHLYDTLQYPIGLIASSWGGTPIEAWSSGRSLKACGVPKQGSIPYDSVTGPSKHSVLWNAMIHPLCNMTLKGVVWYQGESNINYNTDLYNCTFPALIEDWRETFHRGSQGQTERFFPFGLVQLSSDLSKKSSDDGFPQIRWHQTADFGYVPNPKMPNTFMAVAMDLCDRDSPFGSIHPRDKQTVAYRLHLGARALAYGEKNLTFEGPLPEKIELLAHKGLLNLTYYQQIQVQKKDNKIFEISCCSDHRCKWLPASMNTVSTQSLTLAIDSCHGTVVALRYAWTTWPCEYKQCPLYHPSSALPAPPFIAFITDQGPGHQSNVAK
ADAM10 inh = inhibits human ADAM10. inhibition, % at 7 µM. 0.62% of 370,000 active. O14672. recombinant ADAM10, EDANS/DABCYL FRET peptide cleavage, 3 h. AID 720582;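 active = inhibition above a per-campaign cutoff equal to the mean of compounds falling between control-based bounds plus 3 SD, cut at about 20% in these data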;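 note: 0% = DMSO wells while the 100% control is not disclosed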
ARFGAP1 inhibitor = inhibitors of rat ARFGAP1; Q62848; Arfgap1-stimulated ARF1 GTP hydrolysis, GDP FP detection; inhibition, % at 16.5 µM; 0.26% of 360,000 active; AID 651572;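 active = inhibition above a per-plate limit, mean inhibition of low control wells plus 3 SD, cut at about 25% in these data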;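 note: 0% = DMSO wells with enzyme and 100% = wells lacking Arfgap1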
Target sequence (Q62848 1-136 limits assumed): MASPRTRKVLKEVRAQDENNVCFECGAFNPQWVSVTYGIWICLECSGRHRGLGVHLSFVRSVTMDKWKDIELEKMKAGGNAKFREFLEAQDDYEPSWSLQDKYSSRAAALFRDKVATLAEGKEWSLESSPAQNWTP
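Repeats: one replicate per compound; assay system: rat Arfgap1 catalytic domain, aa 1-136; times: enzyme reaction 120 min at 25 °C after 20 min preincubation; detection: FP of antibody-bound GDP Alexa 633 tracer, ex 620/em 688 nm; benchmarks: high control wells lacking Arfgap1, low control full reaction with DMSO; reagent: human ARF1(Δ1-17)-GTP substrate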
DDE Tn7 FP inh = disrupts Tn7 cyclic peptide binding to fibrin D-Dimer-E complex. 0.13% of 370,000 active. inhibition, % at 8.3 µM. P02675. AID 720508. FP displacement of FITC-Tn7 peptide from fibrin DD(E); 0% = median of compound wells per plate;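 active = inhibition above the mean of compounds falling within the control limits plus 3 SD of them, cut at about 14% in these data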;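 note: 0% = plate median of compound wells and 100% = 10 µM Aha-Tn7 peptide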
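System: human fibrin DD(E); quantity: Fibrin-DD(E) at 2 µM final; also added: fluorescent Tn7 probe at 0.1 µM; compound dosing: single nominal test concentration of 8.3 µM per compound; schedule: 10 min preincubation, 3 h with tracer, room temperature; detection: fluorescence polarization of the labelled Tn7 tracer; repeats: one replicate per compound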
PLCb3 inh = PLC-beta3 (human) inhibition, primary screen. Q01970. Purified PLC-beta3, fluorogenic substrate, fluorescence. inhibition, % at 12.2 µM. 0.18% of 370,000 active; in the data active = inhibition above about 11%;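 note: 0% = median of compound wells on plate and 100% = full blocker control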
ASAP1 GAP inh = ASAP1 ArfGAP inhibition; Q9ULH1; ASAP1-stimulated ARF1 GTP hydrolysis, GDP FP detection; inhibition, % at 16.5 µM; 0.19% of 360,000 active; AID 624377; in the data active = inhibition above about 25%;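 note: 0% = vehicle with enzyme and substrate and 100% = no enzyme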
ADAM17 inh = inhibits human ADAM17 | inhibition, % at 6.95 µM | P78536 | recombinant ADAM17, EDANS/DABCYL FRET peptide cleavage | AID 720648 | 0.83% of 370,000 active;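 active = inhibition above the mean of compounds lying between control limits plus 3 SD, set per campaign, cut at about 8.5% in these data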;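 note: 0% = DMSO-only wells as the low control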
Tn6 DDE FP = disrupts Tn6 cyclic peptide binding to fibrin D-Dimer-E complex; P02675; Fibrin DD(E) TRITC-Tn6 fluorescence polarization displacement; inhibition, % at 8.3 µM; 0.21% of 370,000 active;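 active = inhibition above a per-campaign cutoff: mean of compounds within control limits plus 3 SD, cut at about 15% in these data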;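 note: 0% = median of all compound wells on the plate and 100% = blocking peptide control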
PLC-gamma1 inh = PLC-gamma1 (human) inhibition, primary screen | inhibition, % at 12.2 µM | purified PLC-gamma1, fluorogenic substrate, fluorescence | P19174 | 0.84% of 370,000 active; in the data active = inhibition above about 9.5%
Starred values were filed as active, the others as inactive.

SMILES	TDP2 absorb	SIAE primary	ADAM10 inh	ARFGAP1 inhibitor	DDE Tn7 FP inh	PLCb3 inh	ASAP1 GAP inh	ADAM17 inh	Tn6 DDE FP	PLC-gamma1 inh
COc1ccnc(NCc2cccc(C(F)(F)F)c2)c1C#N	5	4	-9	-10	7	2	6	-3	0	-2
CCSCc1nnc(SCC(=O)Nc2ccc(OC)cc2)n1C	4	0	-2	-6	-1	-5	9	-8	-16	-3
CC1=C(C(N)=O)C(c2cccs2)n2nc(-c3cccc(C)c3)nc2N1 (stereo not drawn)	3	-1	-16	-3	4	-11	9	-2	2	-11
CCc1ccc(NC(=O)c2n[nH]c(=O)c3ccccc23)cc1	-5	-14	4	-3	-3	-2	-1	-3	-4	2
COc1ccccc1CNC(=O)CCCn1nc(C)c2c(C)n(-c3ccccc3)nc2c1=O	0	-5	1	4	-4	-5	2	-1	-3	0
CC(=O)N(CN1C(=O)c2ccccc2C1=O)c1ccc2c(c1)oc1ccccc12	-3	5	-5	3	5	2	4	-6	1	-4
CC(C)(C)c1ccc(C2=CSC3=NCCN23)cc1	2	5	-4	-13	6	-1	6	-5	5	-1
CCCCNC(=O)c1[nH]c(=O)cnc1-c1ccccc1	0	-5	-5	2	-2	-4	0	0	-3	-2
CCOC(=O)c1cc(S(=O)(=O)NC2CCCCC2)cn1C	9	1	0	-18	-4	-3	-14	-2	5	-3
Cc1cc(N=Nc2ccccc2C(=O)O)c(C)c(C)c1O	13	5	-1	10	2	-10	1	-2	-1	1
COc1ccc(C(=O)NC(C)Cc2cnccn2)cc1OC1CCN(C(C)C)CC1 (stereo not drawn)	15	1	1	-3	5	-5	-2	-2	9	-2
COc1cc(C(=O)Oc2cccc(/C=N/NC(=O)c3cc(C)[nH]n3)c2)cc(OC)c1OC	6	-10	5	-6	-4	-5	-13	0	1	1
CC1CCCCC1NC(=O)COCc1cc(-c2cccs2)on1 (stereo not drawn)	6	12	4	-1	-1	-7	-5	-2	-1	0
O=C(c1ccc2c(c1)OCCO2)C1CCN(C(=O)c2ccc(F)cc2)CC1	1	-7	5	-10	2	-3	12	-1	5	1
COc1cc(C(=O)Nc2ccc(NC(=O)c3cccc(Cl)c3)nc2)cc(OC)c1OC	-7	0	2	6	-4	-13	17	-1	-7	-1
Oc1ccc(-c2nccc(-c3ccc(Br)cc3)n2)cc1	-4	-24	20*	9	-2	-9	7	6	-6	1
Cc1cccc2sc(NC(=O)CCNS(=O)(=O)c3cccc4nonc34)nc12	1	0	0	15	0	6	3	7	-8	-1
COc1ccc(C(=O)N/N=C/c2ccccc2OC(=O)c2ccccc2)cc1	-13	-6	-7	3	-7	-17	7	-2	-2	-5
COC(=O)Cn1c2[n+](c3ccccc31)CC(O)CS2 (stereo not drawn)	5	9	3	-3	-1	2	-4	-1	-10	1
CCOc1ccc(N2CC(C(=O)Nc3ccc(S(=O)(=O)NCC4CCCO4)cc3)CC2=O)cc1 (stereo not drawn)	-6	-2	5	6	6	-7	0	-5	1	-5
CC1=CCC(C(=O)O)(C(=O)N/N=C/c2cccs2)C(c2ccc(F)cc2)C1 (stereo not drawn)	3	-2	4	-6	3	-3	-12	-6	-7	-2
CC(C)N1CCc2c(sc(NC(=O)Cc3ccccc3)c2C#N)C1	6	2	-39	10	-2	-6	0	-9	-2	-9
CCc1ccc(C(=O)N/N=C/c2ccncc2)s1	7	-6	8	0	-4	-4	1	-4	-5	1
O=C(NCCC1=CCCCC1)c1cc(S(=O)(=O)N2CCOCC2)c(Cl)cc1Cl	-3	-3	-12	-1	11	2	-10	-6	3	-1
[N-]=[N+]=CC(=O)C(Cc1ccccc1)N1C(=O)c2ccccc2C1=O (stereo not drawn)	-8	3	1	14	2	1	-11	-3	4	-1
CCOC(=O)CC(N)c1ccc2c(c1)OCO2 (stereo not drawn)	-2	0	2	-3	2	-3	6	-4	2	-3
COC(=O)Cn1c(=O)cnc2ccccc21	-8	2	-70	0	-5	-20	-1	-21	3	-13
O=C(Nc1nnc(Cc2ccccc2F)s1)c1ccccc1Cl	1	-5	0	-3	-1	-6	3	-4	-11	2
CCOC(=O)C1C(=O)CC(C)(O)C(C(=O)OCC)C1c1cccc(OC)c1 (stereo not drawn)	0	0	3	9	1	5	-11	1	-1	3
COc1ccccc1NC(=O)C(=O)N/N=C(\C)CC(=O)Nc1ccccc1C(F)(F)F	7	-1	12	-4	-6	-5	11	2	4	-3
O=C(NCc1ccccc1)C1CCCN(S(=O)(=O)c2ccc(Br)cc2)C1 (stereo not drawn)	-12	5	5	6	4	-2	7	-2	-2	4
COc1cc(C(=O)Nc2sc3c(c2C#N)CCN(C(C)=O)C3)cc(OC)c1OC	-6	3	-24	6	-2	-45	3	-4	4	-35
CC(C)COc1ccc(CNC(=S)NCc2ccccc2)cc1	-2	-9	4	4	-3	-2	13	4	-5	-3
O=C(NC(=S)N(CC1CCC1)CC1CCCO1)c1cccc([N+](=O)[O-])c1 (stereo not drawn)	-4	0	-6	4	-7	-5	5	-1	0	1
CCOc1ccc(C2N(c3ccc(F)cc3)C(=O)C3CCCN32)cc1OC (stereo not drawn)	6	2	-10	7	3	1	14	-2	0	1
Cc1ccccc1NC1=C/C(=N\S(=O)(=O)c2ccc(C(=O)O)cc2)c2ccccc2C1=O	81*	4	-6	-13	2	9	12	0	6	25*
NC(=O)C1(N2CCCCC2)CCN(c2ccc3nnc(-c4ccccc4)n3n2)CC1	-1	-6	-17	0	-1	-6	6	-4	3	-3
CCc1nnc(NC(=O)CN2CCN(c3ccccc3OC)CC2)s1	5	-2	-1	9	-6	1	-5	-7	-3	0
Cc1cc2c(cc1S(=O)(=O)Nc1ccc(OC(F)(F)F)cc1)OCC(=O)N2	3	-10	3	3	2	-10	7	4	4	0
COc1cc([N+](=O)[O-])c(OC)cc1SCc1n[nH]c(=S)n1-c1ccc(C)cc1	14	10	13	15	3	-6	-5	-1	0	5
Nc1nonc1C(=O)OCC(=O)c1ccc(Cl)cc1	13	5	2	-2	2	4	-2	-4	8	2
CN(C)S(=O)(=O)c1ccc(C(=O)NNC(=O)c2ccccc2-n2cccc2)cc1	11	-1	-21	-8	5	-10	1	-2	0	-1
COc1ccc(NC(=O)N2CCCC2C(=O)NCc2cccs2)cc1 (stereo not drawn)	16	1	-2	5	2	-4	-26	0	-3	1
CCc1sc(NC(=O)c2cc3ccccc3oc2=O)nc1-c1cccs1	11	-3	2	-10	-2	2	2	0	3	-2
NC(=NC(=O)c1ccc(Cl)cc1)N1N=CCC1c1ccccc1 (stereo not drawn)	-2	-8	-1	-2	-1	-2	2	-1	0	1
COc1ccc(COc2ccc(C3C(S(=O)(=O)c4ccccc4)CON3C)cc2OC)cc1 (stereo not drawn)	0	-1	3	-11	-3	3	9	-2	9	4
O=C(NNc1nc2c(F)cc(F)cc2s1)C1COc2ccccc2O1 (stereo not drawn)	-3	0	-9	-1	1	-6	14	-2	0	-1
O=C(CSc1ccc2nnc(-c3ccccn3)n2n1)Nc1ccccc1	4	5	-1	7	-1	-14	-6	-5	-3	0
O=C(CN1C(=O)CC(c2ccccc2)=Nc2ccccc21)NCc1ccco1	10	1	0	-6	-4	4	-7	-2	-2	2
COc1ccc(C2=Nn3c(nnc3C3CCCCC3)SC2)cc1OC	11	-2	1	-1	6	4	-10	-1	8	2
N#Cc1ccc(-c2csc(NC(=O)c3ccc(N4C(=O)CCC4=O)cc3)n2)cc1	13	5	0	-6	1	-9	-1	-3	-2	1
COC(=O)c1cc(NC(=O)CC2SCCNC2=O)cc(C(=O)OC)c1 (stereo not drawn)	5	-4	1	2	4	2	7	-2	-1	2
CC(C)c1nc(NCCO)c(C#N)c2c1CCCC2	6	3	-92	8	3	-25	1	-36	-4	-13
CC(C)N1CCN(Cc2cnc(N3CCCC3)s2)CC1CCO (stereo not drawn)	9	7	-2	5	1	-4	8	-4	4	0
Cc1nc(=O)c(-c2ccccc2)c(C)n1-c1ccc(O)c(C(=O)O)c1	3	-1	-10	2	-5	2	-6	3	-2	0
CC(C)=CCN1CCN(CCCn2cccn2)CC1CCO (stereo not drawn)	-20	-6	0	15	1	5	-5	-1	-4	3
COc1ccc(-c2[nH]ncc2CN2C[C@@H]3CCC[C@H]2C3)c(F)c1	-5	5	-12	1	1	-9	6	-1	-5	-2
NC(=O)COc1ccc(S(=O)(=O)N2CCCC2)cc1	-3	-4	-26	-5	-1	-1	-1	-2	4	3
CCCc1nc2ccccc2c(=O)n1-c1c(C)n(C)n(-c2ccccc2)c1=O	0	6	0	9	4	1	-11	-2	-6	3
CCOc1ccccc1NC(=O)C(OC(=O)c1cc(C)oc1C)c1ccccc1 (stereo not drawn)	1	-4	13	-5	10	-2	-7	2	-2	0

Arranged by value in TDP2 absorb (falling): some entries from above.
SMILES	TDP2 absorb	SIAE primary	ADAM10 inh	ARFGAP1 inhibitor	DDE Tn7 FP inh	PLCb3 inh	ASAP1 GAP inh	ADAM17 inh	Tn6 DDE FP	PLC-gamma1 inh
Cc1cc(N=Nc2ccccc2C(=O)O)c(C)c(C)c1O	13	5	-1	10	2	-10	1	-2	-1	1
CCc1sc(NC(=O)c2cc3ccccc3oc2=O)nc1-c1cccs1	11	-3	2	-10	-2	2	2	0	3	-2
O=C(CN1C(=O)CC(c2ccccc2)=Nc2ccccc21)NCc1ccco1	10	1	0	-6	-4	4	-7	-2	-2	2
CCOc1ccccc1NC(=O)C(OC(=O)c1cc(C)oc1C)c1ccccc1 (stereo not drawn)	1	-4	13	-5	10	-2	-7	2	-2	0
COc1cc(C(=O)Nc2ccc(NC(=O)c3cccc(Cl)c3)nc2)cc(OC)c1OC	-7	0	2	6	-4	-13	17	-1	-7	-1

Next part:
SMILES	TDP2 absorb	SIAE primary	ADAM10 inh	ARFGAP1 inhibitor	DDE Tn7 FP inh	PLCb3 inh	ASAP1 GAP inh	ADAM17 inh	Tn6 DDE FP	PLC-gamma1 inh
Cc1nn2c(C(F)(F)F)cc(-c3ccc(Cl)cc3)nc2c1C(=O)N1CCOCC1	-15	-2	1	5	-7	-8	6	0	6	0
COc1cc(C=C2C(=O)OC(C)(C)OC2=O)ccc1OCC(=O)Nc1ccccc1	4	-4	8	-5	12	-5	-4	-4	2	1
Cn1ncc2c(Nc3cccc([N+](=O)[O-])c3)ncnc21	-9	-10	8	-7	2	-7	1	-3	3	4
Cc1cccc(C(=O)Nc2ccccc2C(=O)Nc2ccc(C(=O)O)cc2)c1	7	0	4	-6	-2	-10	8	-4	4	-6

Source: PubChem BioAssay
